NFkB binder – binders of NF-kB p50 subunit, primary screen, biochemical, small molecule microarray, anti-His fluorescence; anti-His fluorescence binding; Nuclear factor NF-kappa-B p105 subunit (Homo sapiens), P19838; calls only; 17,000 compounds, 1.3% hits;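 active means spot fluorescence over background significantly raised, with a chance value under 7% in all four replicate spots of the compound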;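 further: probe protein is his-tagged human p50 processed subunit at 1 µg/ml; raw spot fluorescence signals with no normalization applied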
Target sequence (P19838 1-433 limits assumed): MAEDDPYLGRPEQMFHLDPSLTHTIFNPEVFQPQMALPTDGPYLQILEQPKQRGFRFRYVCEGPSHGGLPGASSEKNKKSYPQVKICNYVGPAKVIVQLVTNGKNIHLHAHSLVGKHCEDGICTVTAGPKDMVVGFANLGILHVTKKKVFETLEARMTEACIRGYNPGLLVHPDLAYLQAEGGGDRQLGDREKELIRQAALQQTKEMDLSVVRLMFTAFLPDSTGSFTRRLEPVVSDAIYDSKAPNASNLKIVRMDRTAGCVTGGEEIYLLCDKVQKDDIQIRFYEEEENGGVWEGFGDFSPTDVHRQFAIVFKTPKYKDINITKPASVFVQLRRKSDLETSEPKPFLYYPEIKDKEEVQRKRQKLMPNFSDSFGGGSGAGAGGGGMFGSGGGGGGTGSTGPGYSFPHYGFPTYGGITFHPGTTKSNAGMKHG
Calls only; i = inactive; + = active, no number. The list is partial (hit frequency here may not be typical).

The first four entries, ahead of the listing:
SMILES	NFkB binder
Cc1noc(C)c1S(=O)(=O)Nc1ccc2c(c1)CC(=O)N([C@H](C)CO)C[C@H](C)[C@@H](CN(C)C(=O)NC(C)C)O2	i
NC(=O)CSc1nc2ccc([N+](=O)[O-])cc2[nH]1	i
C[C@H]1CN([C@@H](C)CO)C(=O)c2cccc(NC(=O)c3nc4ccccc4s3)c2O[C@H]1CN(C)C(=O)Nc1ccccc1	i
COc1ccc(-c2csc3ncnc(SCc4c(C)noc4C)c23)cc1	i

This part in full, from the first entry:
SMILES	NFkB binder
Cc1noc(C)c1S(=O)(=O)Nc1ccc2c(c1)CC(=O)N([C@H](C)CO)C[C@H](C)[C@@H](CN(C)C(=O)NC(C)C)O2	i
NC(=O)CSc1nc2ccc([N+](=O)[O-])cc2[nH]1	i
C[C@H]1CN([C@@H](C)CO)C(=O)c2cccc(NC(=O)c3nc4ccccc4s3)c2O[C@H]1CN(C)C(=O)Nc1ccccc1	i
COc1ccc(-c2csc3ncnc(SCc4c(C)noc4C)c23)cc1	i
Cc1nc2c(c(=O)[nH]1)CSCC2	i
S=C(NCCCc1cnc[nH]1)NCCCN(Cc1ccc(Cl)c(Cl)c1)c1ccc(Br)cn1	i
Cc1ccc(S(=O)(=O)N(C)C[C@@H]2Oc3ccc(NS(C)(=O)=O)cc3C(=O)N([C@@H](C)CO)C[C@@H]2C)cc1	i
C[C@H]1CN([C@@H](C)CO)C(=O)c2cccc(N(C)C)c2O[C@@H]1CN(C)C(=O)NC1CCCCC1	i
N=C1C(c2nc3ccccc3s2)=C(O)CN1CCCN1CCOCC1	i
Cc1cccc(C)c1OCC(=O)NCc1ccccn1	i
O=C(O)CCCC(=O)Nc1cccc(Cl)c1	i
C[C@H]1CN([C@@H](C)CO)C(=O)c2cc(NS(=O)(=O)c3ccc(F)cc3)ccc2O[C@H]1CN(C)S(=O)(=O)c1ccc(F)cc1	i
C[C@@H]1CN([C@@H](C)CO)C(=O)c2cc(NC(=O)Nc3ccc4c(c3)OCO4)ccc2O[C@@H]1CN(C)C	i
CC(C)NC(=O)Nc1ccc2c(c1)C(=O)N([C@@H](C)CO)C[C@@H](C)[C@H](CN(C)C)OCCCC[C@H](C)O2	i
COc1ccc2nc(NC3=NC(c4ccccc4)CC(=O)N3)nc(C)c2c1 (stereo not drawn)	i
Cc1ccc(OCCSCc2nc3ccccc3[nH]2)cc1	i
C[C@H](CO)N1C[C@H](C)[C@@H](CN(C)CC2CCCCC2)Oc2ccc(NC(=O)Cn3cnnn3)cc2CC1=O	i
COc1ccc(OCc2nc3ccccc3n2Cc2ccccc2F)cc1	i
C[C@@H]1CN([C@H](C)CO)C(=O)Cc2cc(NC(=O)Nc3ccc(F)cc3)ccc2O[C@H]1CN(C)Cc1ccc(C(=O)O)cc1	i
Cc1noc(C)c1NC(=O)Nc1cccc2c1O[C@H](CN(C)Cc1ccc(C(F)(F)F)cc1)[C@H](C)CN([C@H](C)CO)C2=O	i
COc1ccc(S(=O)(=O)Nc2ccc3c(c2)C(=O)N([C@@H](C)CO)C[C@H](C)[C@@H](CN(C)S(=O)(=O)c2ccc(Cl)cc2)OCCCC[C@H](C)O3)cc1	i
C=CCOC(=O)[C@H]1[C@@H]2C(=O)O[C@@H](c3ccccc3)[C@@H](c3ccccc3)N2[C@@H](c2ccc(OCCOC(=O)[C@@H]3C[C@@H]4C(=O)N[C@@H](CC(C)C)C(=O)N4[C@@H]3c3cccc(OCCO)c3)cc2)[C@]12C(=O)Nc1ccc(I)cc12	+
C[C@H](CO)N1C[C@H](C)[C@@H](CN(C)C(=O)Nc2ccccc2)OCCCC[C@H](C)Oc2ccc(NC(=O)c3ccccc3)cc2C1=O	i
C=CCNC(=O)[C@@H]1[C@H]2C(=O)O[C@H](c3ccccc3)[C@H](c3ccccc3)N2[C@H](c2ccc(O)cc2)[C@@]12C(=O)Nc1ccc(C#CC3(O)CCCCCC3)cc12	i
C#Cc1ccc([C@@H]2C=C(C(=O)Nc3ccccc3)O[C@H](OCC)[C@H]2CCCO)cc1	i
C[C@H](CO)N1C[C@H](C)[C@@H](CN(C)C(=O)NC2CCCCC2)Oc2c(cccc2N(C)C)C1=O	i
COc1ccccc1-c1cc(-c2ccccc2)nc(SCC(N)=O)c1C#N	i
C[C@@H]1CN([C@H](C)CO)C(=O)c2cc(NC(=O)Cn3cnnn3)ccc2O[C@@H]1CN(C)Cc1ccncc1	i
[N-]=[N+]=NCc1ccccc1C[C@@]1(C(=O)N2CCCCC2)N=C(c2ccc(OCCCO)cc2)O[C@@H]1c1ccccc1	i
Cc1nnc(SCc2cc(=O)[nH]c(Nc3nc(C)c4ccccc4n3)n2)s1	i

Some of the entries so far, bar-delimited:
compound | NFkB binder
COc1ccc(OCc2nc3ccccc3n2Cc2ccccc2F)cc1 | i
C[C@@H]1CN([C@H](C)CO)C(=O)c2cc(NC(=O)Cn3cnnn3)ccc2O[C@@H]1CN(C)Cc1ccncc1 | i
C=CCNC(=O)[C@@H]1[C@H]2C(=O)O[C@H](c3ccccc3)[C@H](c3ccccc3)N2[C@H](c2ccc(O)cc2)[C@@]12C(=O)Nc1ccc(C#CC3(O)CCCCCC3)cc12 | i
C[C@H](CO)N1C[C@H](C)[C@@H](CN(C)CC2CCCCC2)Oc2ccc(NC(=O)Cn3cnnn3)cc2CC1=O | i
C#Cc1ccc([C@@H]2C=C(C(=O)Nc3ccccc3)O[C@H](OCC)[C@H]2CCCO)cc1 | i

(list continues)
SMILES	NFkB binder
O=C(NCCN1CCOCC1)[C@@]1(Cc2ccccc2)N=C(c2ccc(OCCCO)cc2)O[C@H]1c1ccccc1	i
C/C(=C(/CCO)SSCC1CCCO1)N(C=O)Cc1cnc(C)nc1N (stereo not drawn)	i
CCC(=O)NC1Cc2ccccc2C(c2ccccc2)C1 (stereo not drawn)	i
C/C(=C\CCC1(C)C2CC3C(C2)C31C)C(=O)O (stereo not drawn)	i
C[C@H](CO)N1C[C@H](C)[C@H](CN(C)S(=O)(=O)c2ccc(Cl)cc2)OCc2cn(nn2)CCCC1=O	i
C=C(C)C(=O)O[C@H]1C[C@@]2(C)OC(=CC2=O)/C(COC(C)=O)=C\[C@H]2OC(=O)C(=C)C12 (stereo partly drawn)	i
CNC[C@H]1OCCCC[C@H](C)Oc2ccc(N(C)C)cc2C(=O)N([C@@H](C)CO)C[C@@H]1C	i
C[C@@H]1CN([C@H](C)CO)C(=O)Cc2cc(NC(=O)Nc3ccccc3)ccc2O[C@H]1CN(C)C(=O)Nc1ccc(C(F)(F)F)cc1	i
C[C@H]1CN([C@@H](C)CO)C(=O)CCCn2cc(nn2)CO[C@@H]1CN(C)C(=O)Nc1cccc2ccccc12	i
C[C@@H]1CN([C@@H](C)CO)C(=O)Cc2cc(NS(=O)(=O)c3cccs3)ccc2O[C@H]1CN(C)S(C)(=O)=O	i
COc1ccc(S(=O)(=O)Nc2ccc3c(c2)CC(=O)N([C@H](C)CO)C[C@H](C)[C@@H](CN(C)S(=O)(=O)c2cn(C)cn2)O3)cc1	i
Cc1noc(C)c1S(=O)(=O)Nc1ccc2c(c1)C(=O)N([C@H](C)CO)C[C@@H](C)[C@@H](CN(C)C(=O)NC(C)C)OCCCC[C@@H](C)O2	i
C[C@@H]1CCCCO[C@@H](CN(C)C(=O)NC2CCCCC2)[C@@H](C)CN([C@@H](C)CO)C(=O)c2cc(N(C)C)ccc2O1	i
COC(=O)c1c(NC(=O)CN2C(=O)c3ccccc3C2=O)sc(C)c1-c1ccccc1	i
O=C1c2ccccc2C(=O)N1[C@@H]1CCCN(Cc2cccc(OCCO)c2)C1	i
O=C(O)/C=C/c1ccc(O)c(O)c1	i
COC1CC(OC2C(C)OC(OC3C(C)OC(OC4C(C)OCC(OC5C(O)C(O[C@H]6CC[C@@]7(C)C(=CC[C@]8(O)C7CC(OC(=O)c7ccccc7)[C@@]7(C)[C@]8(O)CC[C@@]7(O)C(C)=O)C6)OC(CO)C5OC5OC(CO)C(O)C(O)C5O)C4OC)CC3OC)CC2OC)OC(C)C1O (stereo partly drawn)	+
C[C@@H]1CN([C@@H](C)CO)C(=O)Cc2cc(NC(=O)Nc3ccc(C(F)(F)F)cc3)ccc2O[C@@H]1CN(C)Cc1ccncc1	i
C[C@@H]1CN([C@@H](C)CO)C(=O)c2cccc(NC(=O)c3ccc(-c4nccs4)cc3)c2O[C@H]1CN(C)C(=O)Nc1ccccc1	i
C[C@@H]1CN([C@@H](C)CO)C(=O)c2cccc(NC(=O)NC3CCCCC3)c2O[C@H]1CN(C)C(=O)Nc1ccccc1	i
Cc1noc(C)c1NC(=O)N(C)C[C@H]1Oc2ccc(NC(=O)Nc3ccc4c(c3)OCO4)cc2CC(=O)N([C@@H](C)CO)C[C@H]1C	i
CC1=CC2(CO)C(=O)[C@]3(CO3)[C@H]1[C@H]1[C@]2(C)C=C(CO)C(=O)[C@]12CO2	i
O=C(NCc1cccnc1)c1cnn2c1NC(c1ccccc1)CC2C(F)(F)F (stereo not drawn)	i
Cc1ccc(NC(=O)CSc2nnc(-c3cccnc3)s2)cc1	i
CNC[C@H]1Oc2ccc(NC(=O)CCCN(C)C)cc2C(=O)N([C@H](C)CO)C[C@H]1C	i

Fetched one by one from above, 2 records:
SMILES	NFkB binder
C[C@@H]1CN([C@@H](C)CO)C(=O)c2cccc(NC(=O)c3ccc(-c4nccs4)cc3)c2O[C@H]1CN(C)C(=O)Nc1ccccc1	i
CC1=CC2(CO)C(=O)[C@]3(CO3)[C@H]1[C@H]1[C@]2(C)C=C(CO)C(=O)[C@]12CO2	i

Exported field by field: entries from further up.
O=C(O)/C=C/c1ccc(O)c(O)c1
  NFkB binder: i

C/C(=C\CCC1(C)C2CC3C(C2)C31C)C(=O)O (stereo not drawn)
  NFkB binder: i
